# TR SRC2 fluor cs: counter-screen for TRb-SRC2 inhibitors: fluorescence interference; TRb/SRC2 Texas Red total fluorescence interference; Potency, µM (highest dose often 106 µM), for inactives: top-dose fluorescence change, negative = quenching; actives 0.29% (n = 280,000); AID 1479; active = well fitted curve in either direction with a large enough effect; inconclusive = small, poorly fitted or top-dose-only effect
#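 Human TRb ligand-binding domain at 0.6 uM with 20 nM Texas Red SRC2 peptide in Tris buffer containing 1 uM T3 and 5% DMSO, incubated with compound 5 h at ambient temperature. Total fluorescence (555/632 nm) calculated as parallel + 2 × perpendicular.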
# GAA glycogen: inhibitors or activators of human alpha-glucosidase glycogen cleavage; P10253; recombinant GAA, glycogen substrate, Amplex Red glucose oxidase fluorescence; Potency, µM (doses to about 76.4 µM), without a hit: at the highest dose activity change, negative = inhibition, hits mostly inhibitors; actives 0.38% (n = 300,000); AID 2100;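 note: 0% = full enzyme reaction and -100% = no-enzyme basal signal; the screen sought inhibitors and activators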
#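 Recombinant human alpha-glucosidase (4 nM final) hydrolysed bovine liver glycogen (30 ug) for 40 min at 37 C in pH 5.0 citrate/phosphate with 0.01% Tween-20. Released glucose detected by glucose oxidase/Amplex Red, Ex 573/Em 610 nm. Compounds up to 77 uM; AC50 from Hill fits.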
# TRb-SRC2 inh: TRbeta-SRC2 interaction inhibition; TRbeta-SRC2 peptide binding, fluorescence polarization; receptor liganded with 1 µM T3; Potency, µM (titrated, usually from 106 µM), inactives show at the highest dose activity change, negative = inhibition, actives largely listed as inhibitors; actives 0.065% (n = 280,000); AID 1469;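 note: plate controls were bound peptide for no effect and peptide without receptor for full effect; nearly all actives have a fitted effect of over 50% in size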
# Target sequence (P10828 whole entry, looked up): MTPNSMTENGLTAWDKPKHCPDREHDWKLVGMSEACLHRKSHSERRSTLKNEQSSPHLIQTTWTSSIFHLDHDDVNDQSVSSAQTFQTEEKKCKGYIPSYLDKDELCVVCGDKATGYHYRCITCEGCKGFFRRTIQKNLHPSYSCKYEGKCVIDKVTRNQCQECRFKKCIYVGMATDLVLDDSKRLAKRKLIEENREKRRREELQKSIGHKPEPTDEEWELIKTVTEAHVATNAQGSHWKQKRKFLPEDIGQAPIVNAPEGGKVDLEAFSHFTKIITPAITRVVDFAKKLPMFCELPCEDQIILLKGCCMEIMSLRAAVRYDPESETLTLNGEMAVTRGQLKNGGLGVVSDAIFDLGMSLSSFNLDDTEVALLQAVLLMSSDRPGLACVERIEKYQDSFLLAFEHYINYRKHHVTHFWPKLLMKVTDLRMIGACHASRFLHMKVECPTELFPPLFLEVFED
#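 Binding of a 20-amino-acid Texas Red SRC2 peptide (20 nM) to TRb ligand-binding domain (0.6 uM) with agonist T3 at 1 uM was followed by fluorescence polarization after a 5 hr room-temperature incubation.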
# * = called active by the depositor; ? = inconclusive; & = joins results of further samples; [ ] = dose if it differs, or a comment. Unless noted, calls come from the whole dose curve; as a rule, active = well fitted curve in the direction sought with a large enough effect; inconclusive = small, poorly fitted or top-dose-only effect, or another doubt; inactive = no such curve, though single readings can be large; an effect the other way counts as inactive or inconclusive. Unless noted, % is set by controls: 0 for no effect and ±100 for the full control effect; potency is the fitted concentration of half-maximal effect.
# Sequence of screens – TR SRC2 fluor cs, GAA glycogen, TRb-SRC2 inh
Cc1cc(C)nc(-n2nc(C)c3c2N(C)C(=O)CC3c2ccc(Cl)cc2)n1 (stereo unspecified)
 : ?, 5.9%[76.3 µM], -3.9%
CCN(C(=O)Cn1nc(Cc2ccncc2)c2ccccc2c1=O)c1cccc(Cl)c1
 : 0.5%, 3.7%[76.3 µM], -13.2%
CCn1cc2c(n1)-c1c(oc(C(=O)Nc3cccc(C)c3C)c1C)CC2
 : 4.3%, -1.5%[76.3 µM], 6.5%
CCOc1ccc(-n2nc3cc(C)c(NC(=O)c4cc(OCC)c(OCC)c(OCC)c4)cc3n2)cc1
 : -1.6%, -4.7%[76.3 µM], 7.8%
O=S(=O)(c1cccc2ccccc12)N1CCN(c2ccc(Cl)c(Cl)c2)CC1
 : 4.6%, 12.1%[76.3 µM], 2.6%
Cc1ccc(CN(Cc2cccn2-c2nnc(N3CCCC3=O)s2)C(=O)Nc2ccccc2Cl)cc1
 : ?, -9.3%[76.3 µM], 2.8%
CCC(=O)Nc1ccc2nc3c(=O)n(C)c(=O)n(C)c3nc2c1
 : 10.4%, 8.8%[76.3 µM], 2.4%
Cc1cccc(Cn2cc(S(=O)(=O)c3cccc(Cl)c3)c(=O)c3cc(F)c(N4CCOCC4)cc32)c1
 : 8.5%, -12.1%[76.3 µM], 0.9%
CC(C)Cn1c(=O)c2ccccc2n2c(CCC(=O)Nc3ccc(F)c(F)c3)nnc12
 : 4.3%, -9.1%[76.3 µM], -0.1%
COc1ccc(-c2cn3c(n2)sc2cc(C(=O)NCCCN4CCCCCC4)ccc23)cc1
 : -18.2%, 15.8%[76.3 µM], -0.4%
COc1ccc(C(=O)N2CC(=O)Nc3ccc(C)cc3C2c2ccccc2)c(OC)c1 (stereo unspecified)
 : -0.8%, -1.8%[76.3 µM], 2.3%
COc1cc(NC(=O)CSc2cc(=O)n(C)c3ccccc23)cc(OC)c1OC
 : -1.7%, 17.4%[76.3 µM], -6.8%
Cc1ccc2[nH]c3c(=O)n(CC(=O)NCc4ccco4)ncc3c2c1
 : 2.8%, -0.5%[76.3 µM], -1.1%
CC1CCN(CCNC(=O)c2ccc(Cn3c(SCc4ccccc4)nc4cccnc43)cc2)CC1
 : -24.8%, 11.3%[76.3 µM], 3.7%
COc1ccc(-n2cc(C(=O)NCCc3ccc(C)cc3)c3ccccc3c2=O)cc1
 : -23.0%, 2.8%[76.3 µM], 0.9%
COc1ccccc1-c1noc(-c2ccc(NCc3ccccc3)c([N+](=O)[O-])c2)n1
 : -1.1%, 14.7%[76.3 µM], 5.0%
CCOC(=O)c1ccc(NC(=O)Cn2nnc(-c3ccc(C(F)(F)F)cc3)n2)cc1
 : 1.0%, -12.2%[76.3 µM], -2.1%
Clc1ccc(Nc2c(-c3cccs3)nc3ccc(Cl)cn23)cc1
 : -27.0%, -0.1%[76.3 µM], 0.2%
CCn1cc(C(=O)N2CCN(c3cc(C)ccc3C)CC2)c(=O)c2cc(S(=O)(=O)N3CCCCC3)ccc21
 : -2.0%, 1.8%[76.3 µM], -10.8%
COc1ccc(NC(=O)CC2Oc3ccc(C)cc3NC2=O)cc1Cl (stereo unspecified)
 : -25.5%, -8.2%[76.3 µM], 0.1%
CCn1cc2nc(SCC(=O)Nc3cc(OC)cc(OC)c3)n(Cc3ccc(Cl)cc3)c(=O)c2n1
 : 3.3%, -7.4%[76.3 µM], 1.2%
COc1ccc(NC(=O)CC2C(=O)N(c3cccc(OC)c3)C(=O)N2CCC2=CCCCC2)cc1 (stereo unspecified)
 : -0.1%, -15.9%[76.3 µM], -1.5%
CC(C)CCNC(=O)Nc1ccc2c(c1)N(C)C(=O)c1ccccc1S2
 : -0.5%, -8.0%[76.3 µM], 6.2%
Cc1ccc(NC(=O)N(Cc2c[nH]c3ccccc23)C2CCCCCC2)cc1C
 : -1.7%, -0.7%[76.3 µM], -2.3%
CCOC(=O)c1c(C)c(C(=O)NCc2ccc(Cl)cc2)c(C)n1CC
 : -5.9%, -2.5%[76.3 µM], -0.2%
CN(c1ccccc1)S(=O)(=O)c1nnc(NC(=O)C2CCCCC2)s1
 : ?, -5.2%[76.3 µM], -2.1%
Cc1ccc2onc(CNC(=O)NCc3cccc(Cl)c3)c2c1
 : -1.8%, 12.3%[76.3 µM], 1.7%
CCOC(=O)c1ccc(N2C(=O)c3n[nH]c(-c4cccs4)c3C2c2ccc(OC)cc2OC)cc1 (stereo unspecified)
 : -1.8%, -16.6%[76.3 µM], -0.6%
CCN(C(=O)Cn1nc(Cc2ccncc2)c2ccccc2c1=O)c1cccc(C(F)(F)F)c1
 : -0.4%, -13.5%[76.3 µM], -3.5%
COc1ccc(Br)cc1CNC(=O)CSc1cc(=O)n(C)c2ccccc12
 : -0.3%, 0.8%[76.3 µM], -7.5%

# Copied from the list.
# TR SRC2 fluor cs result of COc1cc(NC(=O)CSc2cc(=O)n(C)c3ccccc23)cc(OC)c1OC : -1.7%
# GAA glycogen result of CCOC(=O)c1ccc(NC(=O)Cn2nnc(-c3ccc(C(F)(F)F)cc3)n2)cc1 : -12.2%[76.3 µM]
# GAA glycogen result of COc1ccc(Br)cc1CNC(=O)CSc1cc(=O)n(C)c2ccccc12 : 0.8%[76.3 µM]
# GAA glycogen result of CCOc1ccc(-n2nc3cc(C)c(NC(=O)c4cc(OCC)c(OCC)c(OCC)c4)cc3n2)cc1 : -4.7%[76.3 µM]

# Back to the main list, repeating the 2 entries before the break.
# Sequence of screens – TR SRC2 fluor cs, GAA glycogen, TRb-SRC2 inh
CCN(C(=O)Cn1nc(Cc2ccncc2)c2ccccc2c1=O)c1cccc(C(F)(F)F)c1
 : -0.4%, -13.5%[76.3 µM], -3.5%
COc1ccc(Br)cc1CNC(=O)CSc1cc(=O)n(C)c2ccccc12
 : -0.3%, 0.8%[76.3 µM], -7.5%
CCOC(=O)c1c(NC(=O)c2cc(Cl)ccc2Cl)sc2c1CCCC2
 : -0.9%, -15.6%[76.3 µM], -6.0%
COc1cc(OC)cc(-c2nc(-c3cccc(C)c3)no2)c1
 : 1.0%, -4.2%[76.3 µM], -3.5%
Cc1nn(C(=O)COc2ccc(Cl)cc2)c(C)c1Sc1ccccc1
 : -2.6%, 12.7%[76.3 µM], 4.4%
COc1ccccc1-c1noc(-c2ccc(N3CCOCC3)c([N+](=O)[O-])c2)n1
 : -1.7%, 10.1%[76.3 µM], -1.2%
CN(Cc1ccccc1)C(=O)CCS(=O)(=O)c1cc(Br)cc2c1N(C(=O)C1CC1)CC2
 : -2.1%, -1.6%[76.3 µM], -4.5%
Cc1ccc(Oc2c(C(F)(F)F)oc3c(CN4CCCCC4)c(O)ccc3c2=O)cc1
 : -1.1%, -1.7%[76.3 µM], -1.7%
CCCCN1C(=O)c2[nH]nc(-c3ccccc3O)c2C1c1ccc(OCc2ccccc2)cc1 (stereo unspecified)
 : ?, -8.6%[76.3 µM], -8.2%
Cc1ccc(CNC(=O)Cn2ccn(-c3ccc(F)cc3)c(=O)c2=O)cc1
 : -4.6%, 0.5%[76.3 µM], -0.3%
CCCCn1c(CNC(=O)C23CC4CC(CC(C4)C2)C3)nnc1SCC(=O)Nc1ccc(C)cc1
 : -4.8%, 5.6%[76.3 µM], -0.8%
Cc1ccc(-n2nc3cc(C)c(NC(=O)c4ccc(-c5ccccc5)o4)cc3n2)cc1
 : 3.5%, 11.0%[76.3 µM], -0.3%
CCc1ccc(-n2nc(CO)c(C(=O)NCc3ccccc3Cl)n2)cc1
 : 0.4%, 15.7%[76.3 µM], -9.2%
O=c1n(Cc2cccc(F)c2)c2ccccc2c2nc(-c3ccccc3)nn12
 : -0.2%, 6.6%[76.3 µM], 5.6%
Cc1cccc(NC(=O)CCc2c(C)nc3c(c(C)nn3C(C)(C)C)c2C)c1C
 : -0.8%, -3.0%[76.3 µM], -2.6%
Cc1cc(C)cc(NC(=O)CCS(=O)(=O)c2ccc3nc(C)sc3c2)c1
 : -1.5%, 15.5%[76.3 µM], 0.1%
CC(C)c1ccc(OCc2cc(=O)n3c4c(sc3n2)CCCC4)cc1
 : -2.1%, 9.6%[76.3 µM], 6.0%
Cc1ccc(C)c(NC(=O)Cn2c(=O)n(Cc3ccccc3)c(=O)c3oc4ccccc4c32)c1
 : -2.0%, -2.5%[76.3 µM], -3.5%
Cc1ccc(C)c(N2CCN(c3nc4c(S(=O)(=O)c5ccccc5)nnn4c4ccc(Cl)cc34)CC2)c1
 : -2.3%, -0.3%[76.3 µM], 1.0%
Cc1ccc(S(=O)(=O)c2nnn3c2nc(N2CCN(c4cccc(C)c4C)CC2)c2ccccc23)cc1C
 : 1.9%, 1.9%[76.3 µM], 2.9%
CC(C)NS(=O)(=O)c1ccc(OCC(=O)N2CCN(c3cccc(Cl)c3)CC2)cc1
 : -74.8%[1.83 µM], -3.9%[76.3 µM], -31.9%[1.83 µM]
Cc1ccc(C)c(CN2C(=O)c3ccccc3S(=O)c3ccc(C(=O)N(C)Cc4ccccc4)cc32)c1 (stereo unspecified)
 : 1.5%, -14.3%[76.3 µM], -3.8%
Cc1ccc(-c2nn(C)c(=O)c3ccccc23)cc1S(=O)(=O)NCCCN(C)C
 : 2.4%, 16.4%[76.3 µM], -1.4%
Cc1ccc(N2CCN(C(=O)c3cc4cc5ccc(C)cc5nc4s3)CC2C)cc1 (stereo unspecified)
 : 0.4%, -4.4%[76.3 µM], -3.2%
CC(=O)Nc1ccc(Nc2nc3ccc(Cl)cc3n3cnnc23)cc1
 : 0.4%, -13.6%[76.3 µM], 7.6%
COc1ccccc1C(=O)Nc1onc2c1CCCC2
 : -4.1%, 3.0%[76.3 µM], 7.1%
CC(=O)c1ccc(NC(=O)C(Cc2ccccc2)NS(=O)(=O)c2ccc3c(c2)CCC(=O)N3)cc1 (stereo unspecified)
 : -7.3%, -3.0%[76.3 µM], -1.0%
COc1cccc(-c2ccc(-c3noc(-c4ccccc4Br)n3)c(OC)n2)c1
 : 6.4%, 13.0%[76.3 µM], 7.0%
COc1ccc(C)cc1NC(=O)c1ccc2c(c1)CCN2S(=O)(=O)c1ccc(Cl)cc1
 : -1.6%, 12.5%[76.3 µM], 0.6%
CCN(C(=O)C1CCC(CNS(=O)(=O)c2cccc3nsnc23)CC1)c1ccccc1 (stereo unspecified)
 : -0.6%, -3.1%[76.3 µM], -0.3%
CCOC(=O)c1c(Oc2ccc(C(=O)OC)cc2)nnc(-c2ccccc2)c1-c1ccccc1
 : -4.4%, -7.8%[76.3 µM], -10.4%
Cc1ccc(S(=O)(=O)c2cn(CC(=O)Nc3ccc(C)c(Cl)c3)c3ccc(C)cc3c2=O)cc1
 : -0.6%, -7.2%[76.3 µM], -7.2%
COc1cc(NC(=O)CCCc2nnc3n(CC(C)C)c(=O)c4sccc4n23)cc(OC)c1
 : -1.9%, -8.1%[76.3 µM], -2.9%
Cc1sc2c(c1C)c(=O)n(Cc1ccccc1)c(=O)n2CC(=O)N(C)c1ccccc1
 : -7.1%, -2.8%[76.3 µM], 0.5%
COc1ccc(CN2CCN(Cc3cc(=O)oc4cc(C)ccc34)CC2)c(OC)c1OC
 : -0.2%, -0.2%, 0.8%
Cc1ccc(-c2cc(N)n(Cc3cccc(Cl)c3)n2)cc1
 : -18.3%, -10.6%[76.3 µM], -1.0%
CSc1ccc(CNC(=O)C2CCN(c3nnc(-n4cccc4CNc4ccc(C)cc4)s3)CC2)cc1
 : -35.0%, 12.4%[76.3 µM], 0.2%
CCCN1CCN(CCCNC(=O)Cn2nc(C)n3c(cc4c(OC)cccc43)c2=O)CC1
 : 7.3%, 12.5%[76.3 µM], 8.2%
Fc1ccccc1-n1ncc2c1ncn1nc(-c3ccccc3Cl)nc21
 : -11.3%, -0.4%[76.3 µM], -1.4%
Cc1ccc(CNc2ncnc3c2nc2n3CCCC2)cc1
 : -5.6%, -8.4%[76.3 µM], -3.4%
Cc1cc(=O)n2nc(N(C)CC(=O)NCc3ccccc3C)sc2n1
 : 0.9%, 13.8%[76.3 µM], -3.2%
COc1ccc(C(=O)N2CCCCC2CCN2CCOCC2)cc1 (stereo unspecified)
 : 0.6%, 13.6%[76.3 µM], -4.1%
COCCCNC(=O)CSc1nc2c(sc3ccccc32)c(=O)n1CCCC(=O)NCCOC
 : 0.0%, 14.2%[76.3 µM], 6.7%
Cc1cc(-c2nc3ncccc3o2)ccc1NC(=O)c1ccccc1Br
 : 5.3%, 13.8%[76.3 µM], 4.0%
Cc1ccccc1Cn1c(CN2CCN(c3cc(Cl)ccc3C)CC2)nc2c1c(=O)[nH]c(=O)n2C
 : 0.9%, 12.5%[76.3 µM], -1.7%
CN1C(=O)Cc2cc(S(=O)(=O)NCCc3ccc(Cl)cc3)ccc21
 : 4.3%, -1.7%&-13.1%[76.3 µM], 3.5%

# A portion of the library. The share of hits here may be higher or lower than overall.
